Rtt109 Vps75 = inhibitors of C. albicans Rtt109/Vps75 HAT, primary screen, biochemical, ThioGlo CoA-SH fluorescence, plate reader; actives 0.16% (n = 330,000); Histone acetyltransferase RTT109 (Candida albicans (strain SC5314 / ATCC MYA-2876)), …; purified Rtt109/Vps75, 4 h; inhibition, % at 34.9 µM;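 active = inhibition of at least 50% in every replicate; inconclusive = best replicate reaches 50% inhibition but some replicates fall short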
RTF Ca sens inh = cardiac RTF calcium sensitivity inhibitors, primary screen, biochemical, IANBD-TnC fluorescence, EC70 calcium; Troponin I, cardiac muscle (Homo sapiens) + Troponin T, cardiac muscle (Homo sapiens) + …; IANBD-labeled cardiac RTF, Ca2+ fluorescence; inhibition, % at 7.15 µM; actives 0.12% (n = 340,000); AID 493244, 2011;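 active = inhibition above the mean inhibition of all tested compounds plus 3 SD, cut at about 17% in these data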;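 also: assay run at fixed EC70 calcium of 1.6 mM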
Keap1 Nrf2 FP = Keap1-Nrf2 protein-protein interaction inhibitors, primary screen, biochemical, fluorescence polarization, single point. Keap1 Kelch-Nrf2 peptide fluorescence polarization, 1536-well. Kelch-like ECH-associated protein 1 (Homo sapiens), Q14145. inhibition, % at 9.4 µM. AID 504523, 2011. actives 0.15% (n = 340,000); in the data active = inhibition above about 12%; inconclusive = no clear call, values can overlap the other calls; inactive = below about 7.3%;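 also: human Keap1 Kelch domain with fluorescein labeled Nrf2 9mer peptide probe; 0% = neutral control wells and 100% = peptide positive control; higher means more block of Keap1 binding to Nrf2 peptide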
Target sequence (Q14145 whole entry, looked up, the tested form may be a part): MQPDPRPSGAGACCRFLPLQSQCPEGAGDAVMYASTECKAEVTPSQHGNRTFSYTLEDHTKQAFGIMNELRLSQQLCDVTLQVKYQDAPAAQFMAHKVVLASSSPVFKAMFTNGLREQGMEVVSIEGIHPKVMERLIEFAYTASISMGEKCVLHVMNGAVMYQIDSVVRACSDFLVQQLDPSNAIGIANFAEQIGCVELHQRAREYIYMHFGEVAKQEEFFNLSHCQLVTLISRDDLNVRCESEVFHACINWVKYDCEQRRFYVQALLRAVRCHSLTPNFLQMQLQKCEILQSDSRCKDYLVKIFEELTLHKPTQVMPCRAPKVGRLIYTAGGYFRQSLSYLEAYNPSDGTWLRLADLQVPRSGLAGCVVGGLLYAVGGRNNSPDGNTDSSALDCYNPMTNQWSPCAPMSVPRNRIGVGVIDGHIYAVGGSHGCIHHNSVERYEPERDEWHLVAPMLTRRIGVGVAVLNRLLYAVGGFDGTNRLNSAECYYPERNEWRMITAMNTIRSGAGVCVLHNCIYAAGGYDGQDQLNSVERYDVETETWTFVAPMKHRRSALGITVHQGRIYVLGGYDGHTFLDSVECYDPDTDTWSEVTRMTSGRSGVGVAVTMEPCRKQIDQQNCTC
CDK5 inh = inhibitors of human CDK5/p35 kinase, primary screen, biochemical, single concentration | inhibition, % at 10 µM | actives 0.01% (n = 330,000) | Cyclin-dependent kinase 5 (Homo sapiens) + Cyclin-dependent kinase 5 activator 1 (Homo … | Recombinant CDK5/p35, ADP-Glo luminescence, 60 min;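 active = highest replicate inhibition of at least 50% and at least 75% of replicates reaching 50%; inconclusive = only one of the two criteria met; inactive = both criteria failed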;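 also: plate controls were DMSO neutral control for no effect and GW8510 at 10 µM for full effect; many of its hits are not listed in these tables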
NSD2 HMT inh = NSD2 histone methyltransferase inhibitors, primary screen, biochemical, AlphaScreen, single concentration, set 2; NSD2 peptide methylation, 120 min; inhibition, % at 12.5 µM; actives 0.54% (n = 310,000); AID 743445, 2014; in the data active = inhibition above about 50%
dFosB act = activators of delta FosB homodimer, primary screen, biochemical, fluorescence polarization, TAMRA-CDK5 oligo, single point; purified delta FosB; percent of positive-control signal above neutral wells; activation, % at 25 µM; Protein FosB (Mus musculus), P13346; actives 0.99% (n = 340,000);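 active = mean activation above about 17%, with every replicate also reaching it, limit read from the data, passing the limit was not always enough; inconclusive = only one of the two conditions met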;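 also: fluorescence polarization rise as delta FosB binds a TAMRA Cdk5 AP-1 oligo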
Target sequence (P13346 whole entry, looked up): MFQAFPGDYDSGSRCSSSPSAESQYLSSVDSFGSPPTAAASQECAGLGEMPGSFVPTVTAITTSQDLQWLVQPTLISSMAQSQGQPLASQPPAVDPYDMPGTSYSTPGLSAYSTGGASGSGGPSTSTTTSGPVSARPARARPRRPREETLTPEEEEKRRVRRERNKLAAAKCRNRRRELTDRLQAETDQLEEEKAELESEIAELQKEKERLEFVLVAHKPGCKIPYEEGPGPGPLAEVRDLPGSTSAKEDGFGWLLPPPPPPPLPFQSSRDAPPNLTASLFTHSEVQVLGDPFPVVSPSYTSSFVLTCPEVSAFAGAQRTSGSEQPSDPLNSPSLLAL
C-LANA FP = inhibitors of KSHV C-LANA binding to DNA, primary screen, biochemical, fluorescence polarization, FAM-LBS DNA, MBP-C-LANA, single point; Kaposi's sarcoma herpesvirus LANA C-terminal domain (residues 932-1162) DNA binding; inhibition, % at 9 µM; actives 0.078% (n = 340,000); AID 504423, 2011;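 active = highest replicate inhibition at or above 60% at 9 µM, even if other replicates fall short; inactive = all replicates below 60% inhibition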;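 also: 0% = neutral control wells and 100% = 4 µM acridine orange control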
PfHsp90 yeast 2 = growth inhibition of PfHsp90-expressing yeast, primary screen, antimalarial PfHsp90 inhibitor project, S. cerevisiae, BacTiter-Glo luminescence, single point, set 2; BacTiter-Glo ATP, 48 h; yeast lacking PDR1 and PDR3 efflux regulators; actives 0.32% (n = 310,000); AID 504621, 2011; inhibition, % at 9.4 µM;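 active = every replicate shows inhibition above about 80%, whatever the replicate mean, limit read from the data; inconclusive = mean inhibition reaches the set limit but some replicate falls short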;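 also: 0% = DMSO neutral controls and 100% = 20 µM radicicol positive controls; yeast relying on Plasmodium falciparum Hsp90 in place of its own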
cardiac RTF act = cardiac RTF calcium sensitivity activators, primary screen, biochemical, IANBD-TnC fluorescence, EC20 calcium; Troponin I, cardiac muscle (Homo sapiens) + Troponin T, cardiac muscle (Homo sapiens) + …; IANBD-labeled TnC RTF fluorescence at EC20 calcium; 0% EC20 calcium, 100% full calcium; activation, % at 7.2 µM; actives 0.24% (n = 340,000); AID 493008, 2010;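 active = activation above the mean over all tested compounds plus 3 SD, cut at about 30% in these data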;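 also: rise in fluorescence read as greater calcium sensitivity of cardiac thin filaments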
SUMO Mot1 rescue = yeast Mot1-301 growth rescue at high temperature, primary screen, SUMOylation pathway inhibitor project, S. cerevisiae, ATP luminescence, 38.5C. S. cerevisiae Mot1-301 growth rescue; percent above DMSO median, 100 means doubled. growth rescue, % at 18.8 µM. actives 1% (n = 320,000);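 active = every valid replicate shows activation above 250% relative to neutral control wells; inactive = the rest, any valid replicate at or below 250%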;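 also: OY570 slx delta 5 strain wells were the positive control but not used for scaling; some compounds called inactive have numbers as strong as hits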
PvdQ inh = P. aeruginosa PvdQ acylase inhibitors, primary screen, biochemical, fluorescence, plate reader and imaging, single point; inhibition, % at 10 µM; purified PvdQ acylase; actives 0.063% (n = 340,000); in the data active = inhibition above about 30%, passing the limit was not always enough; inconclusive = no clear call, values can overlap the other calls;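 also: 0% = vehicle neutral wells and 100% = reference inhibitor wells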
* marks the source's active call; other numbers are inactive results; ? = inconclusive; . = not tested or not shown; & = joins results of further samples. Not a hit list. About 3.2% of those tested had a hit in this group.

1: COc1ccc(CC(NC(C)=O)C(=O)NC2CCN(c3c(Cc4ccccc4)c(C)nc4ncnn34)CC2)c(OC)c1 (centres undefined)
2: COc1ccc(N=Cc2c(O)[nH]c3ccccc23)cc1
3: COC(=O)C1=CN(Cc2ccc(OC)c(OC)c2)C=C(C(=O)OC)C1c1ccc(F)cc1
4: COc1cc(NC(=O)COc2ccccc2C)ccc1NC(=O)c1ccco1
5: O=C(NCc1ccccc1)c1ccc(Cl)c(NC2=NC3CS(=O)(=O)CC3S2)c1 (centres undefined)
6: Cn1c(N)c(C(=O)COC(=O)CCCc2c[nH]c3ccccc23)c(=O)n(C)c1=O
assay / entry	1	2	3	4	5	6
Rtt109 Vps75	7	-1	-66	-11	10	6
RTF Ca sens inh	-4	-2	-14	-4	6	-11
Keap1 Nrf2 FP	1	-7	-10	-1	-7	-2
CDK5 inh	0.9	3.4	-3.0	1.3	2.1	1.9
NSD2 HMT inh	3	1	-10	-3	.	16
dFosB act	-15	1	-11	11	4	2
C-LANA FP	-0.1	0.3	-0.8	2.4	-0.2	0.8
PfHsp90 yeast 2	11	23	-26	-6	5	-21
cardiac RTF act	5	3	2	0	2	-5
SUMO Mot1 rescue	1	32	-21	229	-1	-25
PvdQ inh	-7	-11	-13	-8	2	1

7: Cc1ccccc1Nc1scc(-c2ccc(Br)cc2)[n+]1-c1ccccc1C
8: CCNC(=O)COn1c(SCC(=O)NCC)nc2ccccc2c1=O
9: Cn1c2ccccc2c(=O)c2c(=O)n(Cc3ccco3)c(-c3ccc(F)cc3)nc21
10: O=C(COC(=O)c1ccccc1SCC(=O)N1CCCC1)NCc1ccccc1
11: CC(NC(=O)CN1CCN(c2ccccc2F)CC1)c1ccccc1 (centres undefined)
12: CSCCC(N=C1NS(=O)(=O)c2ccccc21)C(=O)NCCc1ccccc1 (centres undefined)
assay / entry	7	8	9	10	11	12
Rtt109 Vps75	.	1	15	15	-3	1
RTF Ca sens inh	-16	1	-6	6	2	-2
Keap1 Nrf2 FP	-3	-4	0	-3	-2	1
CDK5 inh	0.0	-0.8	0.2	0.9	-3.6	-0.3
NSD2 HMT inh	0	-2	4	4	-1	4
dFosB act	-5	3	-17	-1	-9	0
C-LANA FP	0.3	-0.2	-3.2	-1.5	-4.5	-1.7
PfHsp90 yeast 2	-4	.	4	11	-4	17
cardiac RTF act	0	6	1	2	-1	-4
SUMO Mot1 rescue	-20	16	4	405	-9	9
PvdQ inh	-13	-3	-1	3	-19	-10

13: COc1ccc(-c2csc(NC(=O)COc3ccc(N(C)S(=O)(=O)c4ccc(C)cc4)cc3)n2)cc1
14: Cc1ccccc1C1=NC(C(F)(F)F)(C(F)(F)F)c2c(n(C)c(=O)n(C)c2=O)N1
15: N/C(=N\N=C\c1ccc2c(c1)OCO2)c1nonc1N
16: O=C(c1ccc2nc(-c3ccco3)c(-c3ccco3)nc2c1)N1CCN(c2ncccn2)CC1
17: N#CC1(NC(=O)COC(=O)CNC(=O)c2sc3ccccc3c2Cl)CCCCC1
18: Cc1nc2ncnn2c(C)c1CCC(=O)NCCC1=CCCCC1
assay / entry	13	14	15	16	17	18
Rtt109 Vps75	-3	-1	1	-3	10	0
RTF Ca sens inh	3	9	-5	-4	-14	-16
Keap1 Nrf2 FP	-7	-2	-6	2	4	4
CDK5 inh	0.0	2.2	-0.4	0.6	-0.1	1.2
NSD2 HMT inh	-1	-3	50	.	1	-4
dFosB act	0	-1	5	-10	-8	-2
C-LANA FP	-2.0	0.8	-0.9	1.7	-0.4	0.2
PfHsp90 yeast 2	-1	-12	-18	20	1	8
cardiac RTF act	13	-1	-8	-2	1	1
SUMO Mot1 rescue	-13	10	-11	13	-1	-1
PvdQ inh	7	25	-1	-11	-13	-11

19: FC(F)(F)c1cc(C(F)(F)F)c2ccc(N3CCN(c4ccc(Cl)cc4)CC3)nc2n1
20: C(C#CCCCCCCCCC[n+]1ccccc1)#CCCCCCCCCC[n+]1ccccc1
21: COc1ccccc1NS(=O)(=O)c1ccc2oc(SCC(=O)N3CCNC3=O)nc2c1
22: Cc1cc(-c2ccc(C)c(S(=O)(=O)NCC3CCN(Cc4ccc(F)cc4)CC3)c2)on1
23: CC(C)c1nc(-c2c(N)n(C)c(=O)n(C)c2=O)sc1C(=O)C(C)(C)C
24: C=CCN(CC=C)C(=S)Nc1ccccc1
assay / entry	19	20	21	22	23	24
Rtt109 Vps75	2	?	1	0	2	2
RTF Ca sens inh	1	-15&4	-2	-10	-12	3
Keap1 Nrf2 FP	2	-15&-11	2	-5	-1	-3
CDK5 inh	-0.3	-0.5&4.0	0.5	-1.2	-0.5	-1.2
NSD2 HMT inh	-2	17	-1	10	0	11
dFosB act	8	49*	-4	-14	-9	3
C-LANA FP	-0.1	-8.9&-9.8	-2.4	-1.5	-0.3	-1.3
PfHsp90 yeast 2	-10	121*	-22	-11	-1	-9
cardiac RTF act	1	-4&-3	1	-5	-5	0
SUMO Mot1 rescue	-18	143	3	10	8	3
PvdQ inh	-1	-14&6	4	4	-7	-6

25: CC(NC(=O)CNC(=O)c1cccc(Cl)c1)c1ccccc1 (centres undefined)
26: CC(NCC(=O)Nc1ccccc1C(=O)NC1CC1)c1ccco1 (centres undefined)
27: Cc1c(NC(=O)/C(C#N)=C/c2ccc(-c3ccc(Cl)c(Cl)c3)o2)c(=O)n(-c2ccccc2)n1C
28: CN1CCCC(OC(=O)c2cccc(S(=O)(=O)N3CCCCCC3)c2)C1 (centres undefined)
29: COc1ccc(OCC(=O)Nc2c(C(=O)N3CCN(C)CC3)oc3ccccc23)cc1
30: CCCn1nc(C(=O)NNC(=O)c2ccc(C)c(C)c2)c2ccccc2c1=O
assay / entry	25	26	27	28	29	30
Rtt109 Vps75	.	-10	4	-13	-5	-7
RTF Ca sens inh	-13	-16	3	-6	-6	4
Keap1 Nrf2 FP	-4	1	-5	0	2	-4
CDK5 inh	0.2	-0.7	1.5	-2.5	0.5	1.3
NSD2 HMT inh	21	1	4	6	6	-3
dFosB act	-3	-6	8	-14	-7	-12
C-LANA FP	-0.9	0.2	1.3	0.6	1.4	0.1
PfHsp90 yeast 2	-2	4	-3	2	23	40
cardiac RTF act	-3	1	-7	1	-2	-1
SUMO Mot1 rescue	-14	.	12	1	16	-4
PvdQ inh	-3	-7	1	-7	-8	-20

31: C=CCn1c(SCc2c(C)noc2C)nc2sc(C)c(C)c2c1=O
32: Cc1nonc1N1CCN(Cc2cn[nH]c2-c2ccc(F)cc2F)CC1
33: O=C(N/N=C/c1ccc([N+](=O)[O-])cc1)c1ccc2nc[nH]c2c1
34: COc1ccc(C2(C(=O)NCC3CCCO3)CCOCC2)cc1 (centres undefined)
35: CC(=O)c1cccc(NC(=O)C(C)OC(=O)CCN=C2NS(=O)(=O)c3ccccc32)c1 (centres undefined)
36: COc1cc(CNc2ccc(CNc3ncn[nH]3)cc2)ccc1OCC(=O)NC(C)(C)C
assay / entry	31	32	33	34	35	36
Rtt109 Vps75	8	19	-14	1	-1	-19
RTF Ca sens inh	-1	-4	-5	-7	7	-10
Keap1 Nrf2 FP	-6	1	3	3	-5	1
CDK5 inh	-2.2	4.1	-0.2	-0.5	-0.5	-1.0
NSD2 HMT inh	3	.	1	.	-1	-4
dFosB act	-3	-4	2	-1	7	-5
C-LANA FP	-0.4	0.6	-1.2	2.4	-1.0	1.7
PfHsp90 yeast 2	-19	.	-101	-4	40	-8
cardiac RTF act	8	-2	-2	5	-4	-2
SUMO Mot1 rescue	21	3	0	-8	-11	-20
PvdQ inh	-19	7	-8	-10	-11	2

37: COc1ccc(NC2=C(C(C)=O)C(c3ccc(OC)cc3)C(C(C)=O)C(C)(O)C2)cc1 (centres undefined)
38: Cc1ccc(S(=O)(=O)N2CCN(Cc3cccnc3)CC2)cc1
39: C=CCN(c1nc(C)cc(OC)n1)S(=O)(=O)c1ccccc1
40: O=C(NC(NNc1ccc([N+](=O)[O-])cc1)(C(F)(F)F)C(F)(F)F)c1ccc(Cl)cc1
41: COC(=O)C1SCC2C(=O)N(Cc3ccc(F)cc3)CC(=O)N21 (centres undefined)
42: C=CCc1cccc2cc(C(=O)N3CCOCC3)c(=O)oc12
43: CC(=O)N1c2c(cc(Br)cc2S(=O)(=O)NCC2COc3ccccc3O2)CC1C (centres undefined)
44: CCCCCCC(=O)NCC(=O)OCC(=O)c1ccccc1
45: CCN(CC)S(=O)(=O)c1cccc(-c2nnc(SC(C)C(=O)NCCC3=CCCCC3)o2)c1 (centres undefined)
assay / entry	37	38	39	40	41	42	43	44	45
Rtt109 Vps75	6	-1	7	1	-9	-1	3	-3	1
RTF Ca sens inh	.	-14	-5	9	-12	-8	-1	-12	-5
Keap1 Nrf2 FP	-4	6	-1	1	-4	-3	0	7	2
CDK5 inh	-0.1	-1.5	2.7	-0.3	1.5	0.1	1.4	0.1	0.5
NSD2 HMT inh	-3	-2	-3	1	-3	0	-4	1	1
dFosB act	-4	-2	-1	2	-6	-2	-8	-3	-10
C-LANA FP	-0.6	4.3	0.4	-0.3	-3.1	-4.0	-1.2	-0.5	1.4
PfHsp90 yeast 2	-7	-2	4	-39	-32	-18	-8	-2	.
cardiac RTF act	.	1	1	-1	-4	5	-3	2	-6
SUMO Mot1 rescue	86	-16	14	173	-7	-26	-13	6	3
PvdQ inh	0	-15	7	2	-19	-21	-6	-1	-6

3 compounds from above, ordered by the value under Keap1 Nrf2 FP, rising:
No. | mol | Keap1 Nrf2 FP
42 | C=CCc1cccc2cc(C(=O)N3CCOCC3)c(=O)oc12 | -3
40 | O=C(NC(NNc1ccc([N+](=O)[O-])cc1)(C(F)(F)F)C(F)(F)F)c1ccc(Cl)cc1 | 1
38 | Cc1ccc(S(=O)(=O)N2CCN(Cc3cccnc3)CC2)cc1 | 6
